esBAF inh = SWI/SNF esBAF complex inhibition | mouse ES cells, Bmi1-luciferase knock-in reporter, 24 h; 100% = twice the neutral-well signal | reporter increase, % at 12.5 µM | 350,000 compounds, 2% hits | AID 602393; in the data active = activation above about 40%;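 note: 0% = median of the plate's neutral control wells and 100% = double that signal; a rise in the Bmi1 reporter signal indicates esBAF inhibition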
RAD54 branch = RAD54 (human) branch migration inhibition. Q92698. RAD54 Holliday junction branch migration, FAM/BHQ fluorescence. inhibition, % at 10.4 µM. 360,000 compounds, 0.14% hits;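 active = mean normalized replicate activity at least 40 and at least half of replicates scoring 40 or more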;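 note: 0% = median of neutral control wells and 100% = median of positive control wells; inhibitors cause a drop in the FAM fluorescence signal; in these data hits start at about 50%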
Target sequence (Q92698 whole entry, looked up): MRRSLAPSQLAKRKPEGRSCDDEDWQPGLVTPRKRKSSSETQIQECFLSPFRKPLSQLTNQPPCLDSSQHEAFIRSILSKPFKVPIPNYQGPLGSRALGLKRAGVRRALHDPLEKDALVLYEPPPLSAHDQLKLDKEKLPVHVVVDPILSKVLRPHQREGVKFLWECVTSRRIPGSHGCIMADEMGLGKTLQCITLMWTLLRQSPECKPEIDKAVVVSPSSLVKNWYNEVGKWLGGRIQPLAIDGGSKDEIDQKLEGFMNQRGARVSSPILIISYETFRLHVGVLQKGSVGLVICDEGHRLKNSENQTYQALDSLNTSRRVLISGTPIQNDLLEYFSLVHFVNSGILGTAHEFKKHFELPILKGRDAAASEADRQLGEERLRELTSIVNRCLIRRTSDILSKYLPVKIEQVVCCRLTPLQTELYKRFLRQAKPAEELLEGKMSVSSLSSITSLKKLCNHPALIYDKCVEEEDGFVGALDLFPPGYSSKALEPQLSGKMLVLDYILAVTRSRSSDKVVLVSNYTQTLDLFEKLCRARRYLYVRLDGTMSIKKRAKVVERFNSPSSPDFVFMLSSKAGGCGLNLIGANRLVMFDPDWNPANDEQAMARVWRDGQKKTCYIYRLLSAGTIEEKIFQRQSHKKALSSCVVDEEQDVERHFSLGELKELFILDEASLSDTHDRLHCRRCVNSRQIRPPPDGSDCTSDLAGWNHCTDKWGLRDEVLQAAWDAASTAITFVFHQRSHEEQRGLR
Numbers without * were called inactive.

SMILES	esBAF inh	RAD54 branch
Cc1ccc2cc(C)c(N3CCN(c4ccccn4)CC3)nc2c1	6	0
O=C1c2ccccc2C(=O)N1CC1c2ccccc2CCN1S(=O)(=O)c1ccccc1 (centres undefined)	3	1
Cc1cccn2cc(CSc3ccccc3N)nc12	-9	7
CCOC(=O)C1=C(C)NC(=O)NC1c1ccc(OCC(=O)OC)c(OC)c1 (centres undefined)	2	-10
CNC(=O)c1nn(-c2ccc(C)cc2)ccc1=O	0	2
CC(C)NC(=O)c1ccc(-c2ccccc2C(F)(F)F)o1	47*	-1
COCc1nc2ccccc2n1Cc1ccc(Br)cc1	50*	2
COc1ccc(S(=O)(=O)N(C)CC(=O)N2CCN(Cc3ccccc3)CC2)cc1C	-4	5
Cc1cc(C(=O)CNCc2ccco2)c(C)n1-c1ccc(F)cc1	-13	2
CCN=C1S/C(=C\c2cn(C(C)=O)nc2-c2ccccc2)C(=O)N1CC	8	-5
COCCN1Cc2cccc(C(=O)Nc3cccc(OC)c3)c2C1=O	3	0
COc1ccc(N(CC(=O)Nc2cccc(OC)c2)S(=O)(=O)c2c(C)nn(C)c2C)cc1	0	9
CCOP(=O)(OCC)c1nc(/C=C/c2ccccc2)oc1NCc1ccccc1	9	-1
COc1ccccc1C(=O)Nc1sc2c(c1C#N)CCC2	59*	1
CC(=O)c1c(C)[nH]c(C(=O)CSc2nc3ccc(C)cc3[nH]2)c1C	9	-4
O=C(O)C1Sc2[nH]c(=O)sc2C2c3cc(Cl)ccc3OC(=O)C12 (centres undefined)	-1	-12
O=C(Cc1cccs1)NCc1ccc2c(c1)OCO2	22	-7
OC(CN1CCN(c2ccccc2)CC1)Cn1c2ccccc2c2ccccc21 (centres undefined)	0	-3
O=C(CCSc1nc2ccccc2o1)N1CCOCC1	32	-2
CCCCCC1CCC(c2ccc(C(N)=O)cc2)CC1 (centres undefined)	-4	-7
Cc1ccc(S(=O)(=O)Nc2cc(C(=O)NCCN(C)C)ccc2N2CCCCC2)cc1	1	8
Cc1ccc(-c2noc(CCC(=O)Nc3ccc(C)cn3)n2)cc1	-2	12
CCOC(=O)c1cc2c(=O)n3ccccc3nc2n(C(C)C)c1=NC(=O)c1ccncc1	-3	10
COc1ccccc1/C=C/C1(C(=O)NC2CCCC2)CC(=O)N1c1ccc(C)cc1 (centres undefined)	3	-2
Cc1ccccc1C(=O)c1c[nH]c(C(=O)NCc2cccs2)c1	5	9
CC(=O)Nc1cccc(NC(=O)C2CCCN2C(=O)Nc2ccc(Cl)cc2)c1 (centres undefined)	3	4
Nc1nonc1-c1nc2ccccc2n1CC(=O)N1CCCCC1	2	8
Cc1ccc(C(=O)NN(C)c2nc3ccccc3nc2C(F)(F)F)cc1	-5	6
Cc1ccccc1CN1CCN(S(=O)(=O)c2ccc(F)cc2)CC1	4	-3
COc1cccc(N2C(=O)C3C(C2=O)C2C=CC3C23CC3)c1 (centres undefined)	6	1
CNCCCc1[nH]nc(N)c1C#N	-5	-14
CN1CCN(CCCn2cnc3c(=O)oc4ccccc4c32)CC1	-15	22
COc1ccc(NC(=O)c2cc(S(=O)(=O)N3CCc4ccccc43)cn2C)c(OC)c1	1	-11
O=C(O)C1CCCCC1C(=O)N1CC=C(c2ccccc2)CC1 (centres undefined)	-20	-3
COc1ccccc1Oc1c(C)oc2cc(OC(=O)c3ccco3)ccc2c1=O	-9	-4
CCCCC(c1nnnn1CC1CCCO1)N1CCN(c2nc3ccccc3s2)CC1 (centres undefined)	-11	1
O=C(CSc1nc(-c2ccccc2)nc2ccccc12)Nc1nccs1	8	-11
CC1/C(=N/O)CC(c2ccccc2)NC1c1ccccc1 (centres undefined)	-6	0
CC(C)C1C(C#N)=C(N)Oc2n[nH]c(-c3cccs3)c21 (centres undefined)	-8	-2
Cn1cnc(S(=O)(=O)NCc2cccs2)c1	-1	-6

3 entries already listed, sorted by SMILES length, smallest number first:
SMILES	esBAF inh	RAD54 branch
CC(C)C1C(C#N)=C(N)Oc2n[nH]c(-c3cccs3)c21 (centres undefined)	-8	-2
Cc1ccc(C(=O)NN(C)c2nc3ccccc3nc2C(F)(F)F)cc1	-5	6
Cc1ccc(S(=O)(=O)Nc2cc(C(=O)NCCN(C)C)ccc2N2CCCCC2)cc1	1	8

Pulled by structure from above:
SMILES	esBAF inh	RAD54 branch
O=C(CSc1nc(-c2ccccc2)nc2ccccc12)Nc1nccs1	8	-11
CCN=C1S/C(=C\c2cn(C(C)=O)nc2-c2ccccc2)C(=O)N1CC	8	-5
OC(CN1CCN(c2ccccc2)CC1)Cn1c2ccccc2c2ccccc21 (centres undefined)	0	-3

(more compounds)
SMILES	esBAF inh	RAD54 branch
CCC(=O)Nc1nnc(C(C)(C)C)s1	5	-9
Cc1ccc(N=Nc2c(=O)[nH]n3c(=O)cc(C)[nH]c23)cc1	-18	-6
CCOc1ccc(-c2nnc(NC(=O)CCCOc3cccc(C)c3)o2)cc1	20	-3
Cc1cccc2sc(NC(=O)CN(C)S(=O)(=O)c3ccc(Br)s3)nc12	0	-5
C=CCn1c(SCc2nc3ccccc3[nH]2)nnc1-c1ccccn1	18	-11
O=C1C/C(=C/NCc2ccccc2)C(=O)N1	0	1
O=C(NCc1ccco1)C1Cc2ccccc2CN1S(=O)(=O)c1ccccc1F (centres undefined)	2	2
COc1ccc(CN(C)CC(=O)c2c(N)n(Cc3ccccc3)c(=O)n(C)c2=O)c(OC)c1	-1	3
Cc1nnc(SC(C)C(=O)N2CCc3ccccc32)s1 (centres undefined)	7	-7
COc1ccc(NC(=O)c2c(C(F)(F)F)nn(C)c2SCc2ccccc2)cc1	-3	2
CCCOc1ccc(CC(=O)NCc2ccco2)cc1OC	-2	-5
Cc1ccc(S(=O)(=O)N2CCCC(C(=O)NCC3COCCO3)C2)cc1 (centres undefined)	-8	-1
CCc1cccc(NC(=O)CSCc2cc(=O)[nH][nH]2)c1	-3	4
CC1=C(C)C(=O)N(c2ccc(C(=O)O)cc2)C1=O	-4	5
CC1(C)C=C(c2ccc(C=O)s2)CC(C)(C)N1	-6	4
Clc1c(-c2nnc3n2CCCCC3)sc2ccccc12	6	7
Cc1cccc(C)c1NC(=O)CN1CCNCC1	-11	-5
O=C(OC(C(=O)NCc1ccc2c(c1)OCO2)c1ccccc1F)c1ccco1 (centres undefined)	6	-1
Cc1cccc(OCC(=O)O/N=C(\N)Cc2ccc(Cl)cc2)c1	0	3
CC(=O)c1ccc(NC(=O)CCc2c(C)nc3ncnn3c2C)cc1	48*	15
O=[N+]([O-])c1ccccc1/C=N/N1CCN(c2ccccn2)CC1	60*	-1
COCCCn1c(SCC(=O)Nc2ccc(C(C)=O)cc2)nc2ccccc2c1=O	66*	-1
Clc1cccc(Cl)c1CSc1nnc(/C=C/c2ccccc2)o1	7	2
CCCCC(=O)Nc1cc(NC(=O)CC)ccc1Cl	2	6
CCO/C=N/c1c(C#N)c(CC#N)nn1-c1ccccc1	13	-12
O=c1[nH]c(=O)n(C2CCCCCC2)c(O)c1C=NCc1ccc(F)cc1	4	-10
CCOc1cc(N2CCOCC2)c(OCC)cc1NC1=NCCCCC1	-3	-3
Cc1cc(C(F)(F)F)nn1CC(=O)Nc1cccnc1	-2	2
O=C(Oc1ccc(Cl)c2cccnc12)c1ccco1	20	-3
Cc1ccc(C)c(NC(=O)COC(=O)c2cc(=O)c3ccccc3o2)c1	9	-3
COc1ccc(CCNC(=O)C(C)OC(=O)c2ccco2)cc1OC (centres undefined)	-4	-7
CCn1c(SCC(=O)NCC2CCCO2)nnc1-c1ccccc1 (centres undefined)	-13	0
Cc1cc(=O)oc(C)c1C(=O)Nc1cccc2ccccc12	-7	-2
CC(=O)c1ccc(NC(=O)Nc2ccccc2)cc1	48*	8
O=C1CC(C(F)(F)C(F)(F)C(F)(F)C(F)F)=Nc2ccccc2N1	-2	-4
CCOC(=O)c1ccccc1-c1csc(NS(=O)(=O)c2ccc(Cl)cc2)n1	-5	-23
CCCN(CCC)CCNC(=O)C1CCN(Cc2nc(-c3ccc(Cl)cc3)oc2C)CC1	5	-1
Cc1n[nH]c(=O)n1-c1cccc(C(F)(F)F)c1	10	0
O=C1CC(c2ccccc2)CC(O)=C1C=NC1CCCCC1 (centres undefined)	15	-6
COCC(=O)NC(C)c1nc2ccccc2[nH]1 (centres undefined)	-11	-13

The list goes on, starting with the last 3 of the part before.
SMILES	esBAF inh	RAD54 branch
Cc1n[nH]c(=O)n1-c1cccc(C(F)(F)F)c1	10	0
O=C1CC(c2ccccc2)CC(O)=C1C=NC1CCCCC1 (centres undefined)	15	-6
COCC(=O)NC(C)c1nc2ccccc2[nH]1 (centres undefined)	-11	-13
Cc1sc2nc(C3CCCCC3)nc(SCC(=O)N3CC(=O)Nc4ccccc43)c2c1C	-2	8
Cc1ccc2cc(C(c3nnnn3C3CCCC3)N(Cc3ccco3)Cc3cccs3)c(=O)[nH]c2c1 (centres undefined)	14	7
C#CCn1c(=NC(=O)CSC(C)=O)sc2cc(F)ccc21	-7	5
Cc1ccc(SCc2[nH]nc3c2C2(C(=O)Nc4ccc([N+](=O)[O-])cc42)C(C#N)=C(N)O3)cc1 (centres undefined)	4	-3
CN1CCN(C(=O)c2cc3nc(-c4ccccc4)cc(C(F)(F)F)n3n2)CC1	-22	6
CC1Cc2ccccc2N1C(=O)CN1C(=O)COc2ccccc21 (centres undefined)	-4	-4
CCCC(=O)Nc1nc(-c2ccc(OC)cc2)cs1	68*	7
CCOC(=O)c1c(N)n(CCOC(=O)c2cccs2)c2nc3ccccc3nc12	0	4
CSc1nnnn1-c1ccc(C(=O)O)cc1	-8	-9
Cc1ccccc1N(CC(=O)NC1CCCC1)C(=O)C1(C)CC(=O)N=C2C=CC=CN21 (centres undefined)	-5	1
CCCNC(=O)N[C@@H](CCSC)C(=O)OC	-4	3
Cc1cc(C(=O)Nc2ccc(S(=O)(=O)N3CCCC3)cc2)cs1	5	2
CC(C)(C)NC(=O)COC(=O)c1cncc(Br)c1	4	5
CCCCNC(=O)c1cc(-c2ccc(F)cc2)on1	21	-1
Cc1nc2ccc(S(=O)(=O)NCC(=O)N3CCc4ccccc4C3)cc2s1	-4	-2
CCC(=O)N(Cc1ccco1)c1nc(-c2ccccc2)cs1	-5	-1
Cn1c(=O)cc(OCCCC(=O)Nc2ccccn2)c2ccccc21	-7	-2
Cc1cccnc1NC(=S)NC(=O)/C=C/c1ccco1	38	-4
CC(Sc1cccc2cccc(C(=O)O)c12)C(=O)O (centres undefined)	-7	-10
Cc1ccc(S(=O)(=O)N2CCCCC2C(=O)N2CCN(C)CC2)cc1 (centres undefined)	6	3

Entries of single compounds, quoted from the list.
CN1CCN(C(=O)c2cc3nc(-c4ccccc4)cc(C(F)(F)F)n3n2)CC1 as listed: esBAF inh: -22; RAD54 branch: 6
Cc1ccc2cc(C(c3nnnn3C3CCCC3)N(Cc3ccco3)Cc3cccs3)c(=O)[nH]c2c1 (centres undefined) as listed: esBAF inh: 14; RAD54 branch: 7

(cont.)
SMILES	esBAF inh	RAD54 branch
COc1cc(C)c(CNC2CCCCC2)cc1C	-7	-11
CCN(c1cccc(C)c1)S(=O)(=O)c1ccc2c(c1)CCN2C(C)=O	5	10
CCCCNC(=O)C(NS(=O)(=O)c1cccc2nsnc12)c1ccccc1 (centres undefined)	-4	-20
COc1ccc(-c2cc(-c3ccccc3)c(C#N)c(S(C)(=O)=O)n2)cc1	-14	5
CCn1c(Sc2ccc(N)cc2Cl)nc2ccccc21	-12	-1
CCCCCSc1nc2c(cnn2-c2ccccc2)c(=O)[nH]1	-10	-10
O=c1cc(CSc2nnnn2-c2ccccc2)[nH]c2[nH]n(-c3ccccc3)c(=O)c12	1	-7
COC(=O)c1sc(=S)n(-c2ccccc2)c1N	-3	-2
CSc1nc(NC(C)=O)nc(C)c1Br	-8	-9
O=C(Nc1nc2c(s1)CCCC2)c1ccc(Br)o1	-14	4
CCN(CC)CCCNC(=O)C1c2cc(OC)c(OC)cc2C(=O)N(C)C1c1cccs1 (centres undefined)	1	3
CCOC(=O)C1(C)NC(c2ccc(N(C)C)cc2)C2C(=O)N(CC)C(=O)C21 (centres undefined)	-3	-6
O=C(c1ccccc1)N1CCCC(c2nc3c(nnn3Cc3ccccc3)c(=O)[nH]2)C1 (centres undefined)	-12	3
N#Cc1c(/N=C/c2ccco2)sc2c1CCC2	-2	-1
O=C(Cc1cccs1)Nc1nnc(CCc2ccccc2)s1	4	-10
O=C(CSc1ncc(-c2ccc(F)cc2)[nH]1)Nc1cccc(O)c1	24	-4
CCOC(=O)CC1ON(C)C(=O)N1c1ccc([N+](=O)[O-])cc1 (centres undefined)	-15	-4
CCOC(=O)c1sc(NC(NC(=O)c2ccco2)(C(=O)OC)C(F)(F)F)nc1C (centres undefined)	-9	-5
CCCCN1C2CCCC1CC(NC(=O)c1ccc(OC)c(OC)c1)C2 (centres undefined)	-4	-7
CCCCN1Cc2cc(C(=O)c3cc(F)ccc3O)cnc2NC1=O	2	-6
CCOC(=O)c1cnn(-c2ccccc2)c1NC(=O)CSc1nnc(-c2cccs2)n1CC	-4	9
CC(C)(C)c1ccc(SCC(N)=O)cc1	4	8
CC(C)CC(NC(=O)c1ccc(Cl)cc1)C(=O)O (centres undefined)	3	-2
Cc1ccc(CN(CC(=O)NCCc2ccccc2)C(=O)CCCC(=O)Nc2cc(C)on2)cc1	5	-5
COc1cccc(NC(=O)Cn2c(=O)n(CCCC(=O)NCc3ccco3)c(=O)c3ccccc32)c1	-13	6
COc1ccc(N2CCN(c3nc4ccccc4nc3NS(=O)(=O)c3ccccc3)CC2)cc1	-2	-2
Cc1cc(C)c(S(=O)(=O)N(C2=NCCS2)S(=O)(=O)c2c(C)cc(C)cc2C)c(C)c1	-18	1
CC(=O)N1CCC2(CC1)C(C#N)=C(N)Oc1n[nH]c(CSc3ccc(C)cc3)c12	-2	-2
CS(=O)(=O)c1sc2nc(-c3ccccc3)cc(-c3ccccc3)c2c1N	-8	1
O=C(CCNS(=O)(=O)c1cccc2nsnc12)Nc1ccc2c(c1)OCCO2	-4	0

This is a subset. The share of hits here may be higher or lower than overall.
